Compound activity: PubChem, National Center for Advancing Translational Sciences (NCATS)
D1 agonist – human D1 receptor agonism | HEK293 T-REx D1 cells, calcium flux, agonist mode | P21728 | activation, % at 2 µM | hit rate 1% among 360,000; note: 0% is about no effect
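Agonism was scored from calcium flux recorded over 180 s (1 read/s) after pintool compound addition, following a 10-cycle baseline. Cells were inducible force-coupled HEK293 TREx D1, plated overnight at 30 C and loaded with no-wash calcium dye.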
D2 agonist – activates the human D2 dopamine receptor; P14416; HEK293 T-REx D2 cells, calcium flux agonist mode; activation, % at 2 µM; hit rate 0.53% among 340,000;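 active = activation over 3 SD above normal in the single-dose calcium agonist read, cut at about 30% in these data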; note: 0% is about no effect
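Agonism is scored from calcium flux in a force-coupled, inducible HEK293 cell line expressing D2, read kinetically for 180 s after compound addition against dopamine controls.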
D2 PAM – positively modulates the human D2 dopamine receptor allosterically; hit rate 0.34% among 340,000; P14416; HEK293 T-REx D2, calcium flux, EC20 dopamine potentiation; potentiation, % at 10 µM; AID 485347;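 active = potentiation over 3 SD above the plate norm, cut at about 30% in these data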; note: 0% is about no effect
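Tetracycline-induced HEK293 T-REx cells force-coupled to calcium signalling expressed D2; compounds were pin-added after a 10 s baseline, read kinetically 180 s, then an EC20 dopamine challenge followed with a further 180 s calcium read.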
TRHR enhancer – TRH receptor (human) allosteric enhancement | TRHR cells, fluo-8 calcium fluorescence, EC20 TRH enhancement | enhancement, % at 2 µM | hit rate 0.66% among 360,000 | AID 493056; in the data active = enhancement above about 30%; note: 0% is about no effect
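Enhancer read-out: after compound pinning and an initial kinetic agonist-mode read, an EC20 of TRH (10 nM final) was injected and fluo-8 calcium signal (Ex 480/Em 530) followed at 1 s/cycle for 100 cycles in TRHR-expressing cells.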
D2 antagonist – antagonizes the human D2 dopamine receptor. HEK293 TREx D2 cells, calcium flux, dopamine EC80. AID 485344. inhibition, % at 10 µM. hit rate 2% among 340,000. P14416; in the data active = inhibition above about 30%; note: 0% is about no effect
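Compounds are added to dye-loaded, induced HEK293 T-REx cells coupled to calcium release via D2; after a 3 min kinetic read an EC80 dopamine stimulus is given and fluorescence is recorded for 3 more min.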
RXFP1 antag – RXFP1 (human) relaxin receptor antagonism; Q9HBX9; HEK293-RXFP1, relaxin-stimulated cAMP HTRF, 30 min; active compounds read low; activity change, negative = inhibition, % at 57.5 µM; hit rate 0.59% among 350,000;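 active = activity change of -60% or lower, but not beyond a set lower limit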; note: % is set by controls: 0 for no effect and ±100 for the full control effect
Target sequence (Q9HBX9 whole entry, looked up): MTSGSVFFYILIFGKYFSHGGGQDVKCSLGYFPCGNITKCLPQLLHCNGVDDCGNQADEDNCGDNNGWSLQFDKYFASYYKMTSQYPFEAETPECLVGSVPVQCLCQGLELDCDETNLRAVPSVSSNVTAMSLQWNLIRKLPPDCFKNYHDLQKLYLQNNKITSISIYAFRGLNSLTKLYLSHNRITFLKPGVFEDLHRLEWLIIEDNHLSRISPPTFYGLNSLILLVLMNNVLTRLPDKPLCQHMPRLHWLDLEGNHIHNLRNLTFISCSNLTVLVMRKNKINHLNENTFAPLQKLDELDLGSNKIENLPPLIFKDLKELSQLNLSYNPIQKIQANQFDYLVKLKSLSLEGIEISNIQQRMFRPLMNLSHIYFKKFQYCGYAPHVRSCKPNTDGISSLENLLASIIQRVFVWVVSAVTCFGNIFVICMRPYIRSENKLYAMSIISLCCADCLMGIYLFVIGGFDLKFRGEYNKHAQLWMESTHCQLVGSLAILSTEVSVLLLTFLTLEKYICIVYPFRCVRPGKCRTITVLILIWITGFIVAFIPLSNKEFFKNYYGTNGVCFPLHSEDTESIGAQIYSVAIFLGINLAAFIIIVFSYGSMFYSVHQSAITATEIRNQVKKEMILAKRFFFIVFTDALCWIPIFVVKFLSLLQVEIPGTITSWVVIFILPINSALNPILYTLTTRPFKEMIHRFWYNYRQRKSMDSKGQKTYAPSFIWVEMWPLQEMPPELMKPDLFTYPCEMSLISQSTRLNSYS
D1 antag – human D1 dopamine receptor antagonism | HEK293 TREx D1 cells, calcium flux, dopamine EC80; active compounds read low | hit rate 3.2% among 360,000 | P21728 | activity change, negative = inhibition, % at 10 µM; in the data active = activity change below about -30%; note: % is set by controls: 0 for no effect and ±100 for the full control effect
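Compound effects on dopamine-evoked calcium signalling were measured in tetracycline-induced HEK293 Trex D1 cells. Dopamine at EC80 followed a 180 s compound pre-read, and fluorescence was tracked kinetically for 180 s more.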
D1 potentiator – potentiators of human D1 dopamine receptor; P21728; HEK293 TREx D1 cells, calcium flux, dopamine EC20 potentiation; potentiation, % at 10 µM; hit rate 0.036% among 360,000; in the data active = potentiation above about 30%; note: 0% is about no effect
TRHR ag – activates the human TRH receptor | P34981 | TRHR cells, calcium flux fluo-8, FDSS agonist mode | activation, % at 2 µM | hit rate 0.18% among 360,000; note: 0% is about no effect
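Read-out: compound-evoked intracellular calcium rise in TRHR cells, fluo-8 dye, kinetic FDSS fluorescence at 1 s/cycle following a 10-cycle baseline. Cells cultured overnight before dye loading (30 min–1.5 h, RT).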
* hit, by the source's call. Cut-off read from the data, not from the text of the source, unless noted: active = activation above about 30%; inactive = the rest.

`O=C(OCc1ccc(F)cc1)c1ccc2ccccc2n1` gave D1 agonist 3, TRHR enhancer 1, RXFP1 antag 9, D1 antag -29, D1 potentiator 8 and TRHR ag -0.5.
For CC(=O)Nc1ccc(-c2csc(NC(=O)C3CCN(S(=O)(=O)c4cccs4)CC3)n2)cc1 the results were D1 agonist 7, D2 agonist -1.5, D2 PAM 30, TRHR enhancer 1, D2 antagonist 4, RXFP1 antag -7, D1 antag 5, D1 potentiator -4 and TRHR ag -1.0.
`O=C(CSc1ccc(Cl)cc1)NC1CCCc2ccccc21` (stereo not drawn) gave D1 agonist 6, D2 agonist -0.8, D2 PAM -16, TRHR enhancer -2, D2 antagonist -8, RXFP1 antag 3, D1 antag -12, D1 potentiator -4 and TRHR ag -0.4.
`Cc1cccn2c(=O)nc(SCC(=O)Nc3ccc4c(c3)OCO4)nc12` gave D1 agonist 3, D2 agonist -0.6, D2 PAM 6, TRHR enhancer -5, D2 antagonist -7, RXFP1 antag -2, D1 antag -12, D1 potentiator -4 and TRHR ag -0.2.
For CC(=O)NCc1ccc(C(=O)COC(=O)COc2ccccc2)s1 the results were D1 agonist 0, D2 agonist 0.6, D2 PAM -2, TRHR enhancer 8, D2 antagonist -1, RXFP1 antag -10, D1 antag 11, D1 potentiator 2 and TRHR ag 0.3.
Screening CC(C)CCNC(=O)CCCCn1c(=O)[nH]c2ccsc2c1=O returned D1 agonist -1, D2 agonist -0.2, D2 PAM -1, TRHR enhancer 1, D2 antagonist -2, RXFP1 antag 3, D1 antag 2, D1 potentiator 2 and TRHR ag 0.0.
For COc1ccccc1NC(=O)CN1C(=O)c2ccccc2Sc2ccc(C(=O)N3CCCC3)cc21 the results were D1 agonist -1, D2 agonist 0.0, TRHR enhancer -4, RXFP1 antag -1, D1 antag 9, D1 potentiator -1 and TRHR ag -0.4.
For COc1ccc(CCNC(=O)CC2SC(=NCCC(C)C)NC2=O)cc1OC (stereo not drawn) the results were D1 agonist 0, D2 agonist 1.0, D2 PAM 8, TRHR enhancer 21, D2 antagonist -22, D1 antag 5, D1 potentiator -1 and TRHR ag 0.7.
For O=c1c2ccccc2c2ccccc2c(=O)n1CC1CCCO1 (stereo not drawn) the results were D1 agonist 1, D2 agonist 0.8, D2 PAM 6, TRHR enhancer 7, D2 antagonist 2, RXFP1 antag -7, D1 antag 13, D1 potentiator 2 and TRHR ag -0.9.
Screening O=C(Nc1ccc(S(=O)(=O)Nc2ncccn2)cc1)C(F)(F)F returned D1 agonist 1, D2 agonist 1.1, D2 PAM -3, TRHR enhancer -5, D2 antagonist 3, RXFP1 antag 1, D1 antag -3, D1 potentiator 2 and TRHR ag 0.5.
`Cc1nnc(SCC(=O)O)o1` gave D1 agonist 0, D2 agonist 0.9, D2 PAM -2, TRHR enhancer 3, D2 antagonist 8, RXFP1 antag -6, D1 antag -5, D1 potentiator -2 and TRHR ag 0.5.
CC1=C(C(=O)OCc2ccccc2)C(c2ccccc2-c2ccccc2)NC(=O)N1CCCCCC(=O)O (stereo not drawn) was read as D1 agonist -2, D2 agonist -0.1, D2 PAM 1, TRHR enhancer 6, D2 antagonist -12, D1 antag 10, D1 potentiator -1 and TRHR ag -0.6.
N#C/C(C(N)=O)=C1/CCc2ccccc2N1 was read as D1 agonist 1, D2 agonist -0.1, D2 PAM 1, TRHR enhancer 3, D2 antagonist -20, RXFP1 antag -15, D1 antag -4, D1 potentiator 0 and TRHR ag 1.3.
Screening O=C(NCc1nnc(SCC(=O)N2CCCCCC2)o1)c1ccccc1F returned D1 agonist 6, D2 agonist 0.5, D2 PAM 4, TRHR enhancer -1, D2 antagonist 5, RXFP1 antag -3, D1 antag 7, D1 potentiator -4 and TRHR ag 0.9.
For Cc1ccc(S(=O)(=O)N(C)C)cc1NC(=O)COc1cccc(-n2cnnn2)c1 the results were D1 agonist 1, D2 agonist -0.3, D2 PAM -18, TRHR enhancer 2, D2 antagonist -16, RXFP1 antag 6, D1 antag -29, D1 potentiator 2 and TRHR ag 0.6.

An excerpt of the results above:
Screening O=C(NCc1nnc(SCC(=O)N2CCCCCC2)o1)c1ccccc1F returned D1 agonist 6, D2 agonist 0.5, D2 PAM 4, TRHR enhancer -1, D2 antagonist 5, RXFP1 antag -3, D1 antag 7, D1 potentiator -4 and TRHR ag 0.9.
For Cc1ccc(S(=O)(=O)N(C)C)cc1NC(=O)COc1cccc(-n2cnnn2)c1 the results were D1 agonist 1, D2 agonist -0.3, D2 PAM -18, TRHR enhancer 2, D2 antagonist -16, RXFP1 antag 6, D1 antag -29, D1 potentiator 2 and TRHR ag 0.6.

Remaining list, next part
N#CCCN(C(=O)COC(=O)c1ccc2c(=O)n3c(nc2c1)CCC3)c1ccc(F)cc1 was read as D1 agonist 3, D2 agonist -1.4, D2 PAM -10, TRHR enhancer 7, D2 antagonist -2, RXFP1 antag -2, D1 antag -15, D1 potentiator 3 and TRHR ag -1.8.
For O=C(CSc1nnc(Nc2ccccc2F)s1)NC1CC1 the results were D1 agonist -1, D2 agonist 0.5, D2 PAM -2, TRHR enhancer 4, D2 antagonist 28, RXFP1 antag -1, D1 antag -1, D1 potentiator -1 and TRHR ag -0.2.
O=C(Nc1cccc(C(=O)N2CCOCC2)c1)c1ccccc1 was read as D1 agonist 0, D2 agonist 0.0, D2 PAM -6, TRHR enhancer 7, D2 antagonist 11, RXFP1 antag -14, D1 antag -15, D1 potentiator -1 and TRHR ag -0.2.
For CN(Cc1nc(-c2cnccn2)no1)C1CC(C)(C)NC(C)(C)C1 the results were D1 agonist 2, D2 agonist -1.2, D2 PAM 4, TRHR enhancer -1, D2 antagonist -27, RXFP1 antag -14, D1 antag -15, D1 potentiator -2 and TRHR ag 0.6.
CCc1nc2sccc2c(=O)[nH]1 was read as D1 agonist 0, D2 agonist 0.0, D2 PAM -9, TRHR enhancer -2, D2 antagonist -13, RXFP1 antag -19, D1 antag -18, D1 potentiator 1 and TRHR ag -0.3.
COc1ccccc1CNC(=O)CN1CCC(n2cnc3cc(F)ccc32)CC1 was read as D1 agonist -1, D2 PAM 3, TRHR enhancer 4, RXFP1 antag 2, D1 antag -16, D1 potentiator -4 and TRHR ag 0.0.
CCn1ncc(Br)c1C(=O)Nc1ccc(-c2ccno2)cc1 was read as D1 agonist 1, D2 agonist -0.3, D2 PAM 6, TRHR enhancer 3, D2 antagonist -4, RXFP1 antag -2, D1 antag -8, D1 potentiator -4 and TRHR ag -0.6.
For Cc1ccc(NC(=O)c2ccccc2F)nc1 the results were D1 agonist 1, D2 agonist 2.0, TRHR enhancer -6, D2 antagonist -15, RXFP1 antag -2, D1 antag 4, D1 potentiator -2 and TRHR ag -0.9.
COC(=O)C(C)(C(=O)OC)c1ccc([N+](=O)[O-])cn1 was read as D1 agonist 2, D2 agonist -0.1, D2 PAM 0, TRHR enhancer 2, D2 antagonist 17, RXFP1 antag 0, D1 antag 21, D1 potentiator -8 and TRHR ag 0.2.
For CSc1nsc(SC)c1C(=O)N1CCN(S(=O)(=O)c2ccc(C)cc2)C1C(C)C (stereo not drawn) the results were D1 agonist 5, D2 agonist 1.1, D2 PAM -2, TRHR enhancer -6, D2 antagonist -5, RXFP1 antag 0, D1 antag 21, D1 potentiator 5 and TRHR ag 0.3.
For Cn1c2c(c(=O)n(C)c1=O)C(NC(=O)c1ccco1)(C(F)(F)F)C(=O)N2 (stereo not drawn) the results were D1 agonist 0, D2 agonist -0.4, D2 PAM -3, TRHR enhancer -5, D2 antagonist 9, RXFP1 antag 4, D1 antag 1, D1 potentiator 12 and TRHR ag -1.0.
COc1ccc(OCc2cc(C(=O)N[C@H]3CCCCNC3=O)no2)c(Cl)c1 was read as D1 agonist 7, D2 agonist 0.3, D2 PAM -3, TRHR enhancer -4, D2 antagonist 16, RXFP1 antag -15, D1 antag -4, D1 potentiator -7 and TRHR ag -0.2.
`CC(NC(=O)c1cc(S(=O)(=O)N2CCOCC2)ccc1F)c1ccc(-n2ccnc2)cc1` (stereo not drawn) gave D1 agonist 1, D2 agonist 0.2, D2 PAM 18, TRHR enhancer 7, D2 antagonist 2, RXFP1 antag -1, D1 antag 22, D1 potentiator -3 and TRHR ag 0.7.
Screening NC(=O)NC(=O)COC(=O)CCCc1c[nH]c2ccccc12 returned D1 agonist 2, D2 agonist -0.6, D2 PAM 9, TRHR enhancer 3, D2 antagonist -14, RXFP1 antag 0, D1 antag 5, D1 potentiator 3 and TRHR ag -0.9.
COc1cc2[nH]c3c(N4CCC(C(N)=O)CC4)ncnc3c2cc1OC was read as D1 agonist 3, D2 agonist 1.0, D2 PAM 6, TRHR enhancer 3, D2 antagonist -13, D1 antag 24, D1 potentiator 4 and TRHR ag 0.0.

3 compounds already listed, ordered by count of non-hydrogen atoms, low to high.
CCc1nc2sccc2c(=O)[nH]1 was read as D1 agonist 0, D2 agonist 0.0, D2 PAM -9, TRHR enhancer -2, D2 antagonist -13, RXFP1 antag -19, D1 antag -18, D1 potentiator 1 and TRHR ag -0.3.
For O=C(CSc1nnc(Nc2ccccc2F)s1)NC1CC1 the results were D1 agonist -1, D2 agonist 0.5, D2 PAM -2, TRHR enhancer 4, D2 antagonist 28, RXFP1 antag -1, D1 antag -1, D1 potentiator -1 and TRHR ag -0.2.
For CSc1nsc(SC)c1C(=O)N1CCN(S(=O)(=O)c2ccc(C)cc2)C1C(C)C (stereo not drawn) the results were D1 agonist 5, D2 agonist 1.1, D2 PAM -2, TRHR enhancer -6, D2 antagonist -5, RXFP1 antag 0, D1 antag 21, D1 potentiator 5 and TRHR ag 0.3.

More results.
COc1c2c(c(C)c3c1C(=O)OC3)O[C@@]1(C)CC[C@@]3(O)C(C)(C)OC(=O)CC[C@]3(C)[C@H]1C2 was read as D1 agonist 1, D2 agonist 0.6, D2 PAM 2, TRHR enhancer -2, D2 antagonist 1, RXFP1 antag 1, D1 antag 0, D1 potentiator -7 and TRHR ag -0.2.
For Cc1ccc(C)c(Cn2c3ccccc3c3cnn(CC(=O)NC(C)CCc4ccccc4)c(=O)c32)c1 (stereo not drawn) the results were D1 agonist 1, D2 agonist -1.1, D2 PAM 15, TRHR enhancer 5, RXFP1 antag 2, D1 antag -1, D1 potentiator -3 and TRHR ag -2.2.
Screening CN(Cc1ccccc1)C(=S)Nc1cccnc1 returned D1 agonist 1, D2 agonist 0.4, D2 PAM -2, TRHR enhancer 3, D2 antagonist 6, RXFP1 antag -6, D1 antag 15, D1 potentiator 0 and TRHR ag 0.8.
COc1ccc2c(c1)C=C(CN1CCN(C3CCCC3)C(CCO)C1)CO2 (stereo not drawn) was read as D1 agonist 4, D2 agonist 0.9, D2 PAM -4, TRHR enhancer -9, D2 antagonist 2, RXFP1 antag -22, D1 antag 4, D1 potentiator -4 and TRHR ag 0.4.
`CC1CC(C)CN(c2ncnc3c2cnn3-c2ccc(Cl)cc2)C1` (stereo not drawn) gave D1 agonist 1, D2 agonist 0.2, D2 PAM -3, TRHR enhancer -14, D2 antagonist 15, D1 antag -3, D1 potentiator -1 and TRHR ag 1.5.
Screening CCOC(=O)c1nnn(-c2nn3nnnc3c3ccccc23)c1C returned D1 agonist 0, D2 agonist 0.6, D2 PAM 6, TRHR enhancer -4, D2 antagonist -2, RXFP1 antag 12, D1 antag -1, D1 potentiator 2 and TRHR ag -0.2.
